eIF4E 4G PPI = inhibitors of eIF4E and eIF4G interaction in translation initiation | inhibition, % at 21.7 µM | AID 782 | P63073+Q04637 | TR-FRET eIF4E-eIF4GI(517-606) binding, 2 h | 220,000 compounds, 0.37% hits;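 active = inhibition above about 30%, limit read from the data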;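 also: 0% = full FRET control wells and 100% = background wells lacking eIF4GI fragment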
Rad51 HR inh = blocks human Rad51 in homologous recombination; Q06609; hRad51 DNA strand exchange, fluorescence dequenching; inhibition, % at 10 µM; 200,000 compounds, 0.085% hits; AID 1385;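 active = inhibition above 40% at the single screening dose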;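 also: 0% = DMSO control wells and 100% = blanks with heterologous ssDNA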
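System: human Rad51 nucleoprotein filaments preassembled on unlabelled ssDNA. Reagent: labelled 47-mer dsDNA for strand exchange. Schedule: 30-min compound preincubation and 15-min exchange, both room temperature. Measured by: FRET fluorescence dequenching, excitation 485 nm, emission 520 nm. Read-out: Fluorescence-based percent inhibition, control- and blank-normalised. Benchmarks: plate controls and plate blanks.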
KLK5 inh = inhibitors of human kallikrein 5; recombinant hK5, fluorogenic AMC substrate cleavage; inhibition, % at 5 µM; 210,000 compounds, 0.59% hits; AID 873;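 active = inhibition of 40% or more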;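 also: 0% = enzyme controls without compound and 100% = no-enzyme blanks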
Wee1 stabilizer = blocks degradation of human Wee1 kinase; HeLa Luc-Wee1K328M stability, luciferase luminescence; 100% = proteasome inhibitor MG132 effect; reporter increase, % at 5 µM; 220,000 compounds, 1.2% hits; AID 1321;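 active = activation above the mean of all tested compounds plus 3 SD, set per screening run, cut at about 8.8% in these data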;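 also: cells exposed to compound for 20 h before luminescence read; 0% = DMSO alone and 100% = MG132 at 30 µM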
Target sequence (P30291 whole entry K328M): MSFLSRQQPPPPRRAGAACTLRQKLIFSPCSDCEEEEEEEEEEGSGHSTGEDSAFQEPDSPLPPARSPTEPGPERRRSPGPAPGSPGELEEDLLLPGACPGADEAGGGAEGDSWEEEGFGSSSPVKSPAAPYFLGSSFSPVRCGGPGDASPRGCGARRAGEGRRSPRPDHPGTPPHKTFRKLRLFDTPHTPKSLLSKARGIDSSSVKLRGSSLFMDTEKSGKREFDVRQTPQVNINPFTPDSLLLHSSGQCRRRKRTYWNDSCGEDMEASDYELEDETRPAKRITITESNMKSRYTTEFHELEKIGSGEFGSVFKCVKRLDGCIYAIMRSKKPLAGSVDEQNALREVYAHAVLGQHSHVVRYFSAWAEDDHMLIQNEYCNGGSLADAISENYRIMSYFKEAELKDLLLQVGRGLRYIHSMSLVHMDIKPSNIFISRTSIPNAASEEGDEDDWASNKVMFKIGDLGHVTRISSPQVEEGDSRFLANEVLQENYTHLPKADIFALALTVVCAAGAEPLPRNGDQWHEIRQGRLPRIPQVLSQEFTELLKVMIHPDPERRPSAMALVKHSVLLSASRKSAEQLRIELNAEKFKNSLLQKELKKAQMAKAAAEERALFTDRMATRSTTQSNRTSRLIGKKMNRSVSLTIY
FXIIa inh = inhibitors of human coagulation factor XIIa. 220,000 compounds, 0.3% hits. purified FXIIa, Boc-QGR-AMC fluorogenic substrate, 2 h. inhibition, % at 5 µM. P00748; in the data active = inhibition above about 40%;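 also: 0% = enzyme with no compound and 100% = blank without enzyme; many of its hits are not listed in these tables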
14-3-3 Bad inh = disrupts binding of bovine 14-3-3 zeta to phospho-Bad peptide | TR-FRET 14-3-3zeta/Dy647-pBad peptide displacement, 1 h | inhibition, % at 21.7 µM | 220,000 compounds, 0.71% hits | AID 781;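 active = inhibition above about 70%, limit read from the data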;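 also: 0% = full 14-3-3 plus peptide FRET controls and 100% = background without 14-3-3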
Target sequence (P63103 whole entry, looked up): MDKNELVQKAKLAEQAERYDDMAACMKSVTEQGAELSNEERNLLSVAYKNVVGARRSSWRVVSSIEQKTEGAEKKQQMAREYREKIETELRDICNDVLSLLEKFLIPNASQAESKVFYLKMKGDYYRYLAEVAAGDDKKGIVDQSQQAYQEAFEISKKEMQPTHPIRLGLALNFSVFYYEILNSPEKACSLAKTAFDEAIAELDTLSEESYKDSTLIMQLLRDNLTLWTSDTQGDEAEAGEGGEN
p97 ATPase inh = human p97 ATPase inhibition; P55072; recombinant p97 ATPase, Kinase-Glo ATP luminescence, 3 h; inhibition, % at 8 µM; 220,000 compounds, 0.42% hits; AID 1481; in the data active = inhibition above about 15%;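 also: 0% = DMSO vehicle and 100% = wells lacking enzyme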
MDM2 E3 inh = Mdm2 E3 ligase (human) inhibition; Q00987; cell-based MDM2 ubiquitination luciferase reporter, 2 h; 0 = plate control, 100 = twice control, blank-subtracted; signal enhancement, % at 5 µM; 210,000 compounds, 0.11% hits;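 active = signal enhancement of 30% or more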;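 also: luminescence tracks abundance of the self-degrading MDM2-luciferase fusion protein; higher signal means inhibition of MDM2 E3 ligase activity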
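Buffer or medium: Cells held in DMEM | Assay system: Stable mammalian line carrying autodegrading MDM2–luciferase fusion reporter | Quantity: 2000 cells/well | Times: 4 h settle plus 2 h compound, 37 °C | Doses: One concentration, 5 µM, with 0.2% DMSO | Technique: Luminescence with SteadyLite reagent, 15 min at room temperature | Benchmarks: Plate controls and plate blanks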
FXIa inh 1536 = inhibitors of human coagulation factor XIa. P03951. purified FXIa, Boc-Glu-Ala-Arg-AMC fluorogenic substrate. inhibition, % at 5 µM. 220,000 compounds, 0.14% hits;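 active = inhibition of at least 40%; inactive = inhibition below 40%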;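 also: fluorescence of freed AMC excited at 355 nm; 0% = enzyme without compound and 100% = no enzyme blank; many of its hits are not listed in these tables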
* = called active by the depositor; i = inactive; x = not tested or not shown; [ ] = dose if it differs, or a comment.

Below each compound: eIF4E 4G PPI, Rad51 HR inh, Wee1 stabilizer, MDM2 E3 inh, p97 ATPase inh, FXIIa inh, KLK5 inh, 14-3-3 Bad inh, FXIa inh 1536
COC(=O)CC1COc2ccccc2N1C(=O)c1cccc(Cl)c1 (stereo not drawn)
 : -4, 0, -2, -1, 4, -1, -1, -4, -9
CCOC(=O)N1CCC(NC(=O)CSCc2nc(-c3sccc3C)oc2C)CC1
 : 3, 1, 0, -9, 1, 7, -4, 4, -6
O=C1c2ccccc2CN1CCSC(=S)N1CCOCC1
 : -2, x, 0, -19, 3, 15, -3, -9, 5
O=C(NCCOC(=O)C1COc2ccccc2O1)C1COc2ccccc2O1 (stereo not drawn)
 : 1, 3, 2, -86, 2, 0, 46*, -1, 5
O=C(NCc1ccc2c(c1)OCO2)C1COc2ccccc2O1 (stereo not drawn)
 : -6, 4, 1, x, 1, 11, -5, 7, 1
CC(CC(=O)Nc1cc([N+](=O)[O-])ccc1Cl)c1ccccc1 (stereo not drawn)
 : 7[fluorescence artefact?], 5, 0, -2, 0, 10, 23, -7[fluorescence artefact?], 0
Cc1ccc2[nH]c3c(c2c1)CN(C(=O)CN1CCSCC1)CC3
 : -2, -9, 0, -15, 6, 7, 23, -3, 0
COc1cc(OC)cc(C(=O)NC(=S)NCc2ccco2)c1
 : -13, 3, -2, 3, 1, 16, -4, -12, 1
COc1ccc(S(=O)(=O)N2CCC(C(=O)N3CCCCCC3)CC2)cc1
 : -5, x, -2, -3, 4, -2, -33, 3, -15
CS(=O)(=O)c1ccc(C(=O)Nc2ccc(N3CCOCC3)cc2)c(Cl)c1
 : -2, 2, 0, 5, 5, x, 5, -9, 3
N#Cc1c2n(c3c(=O)n(Cc4ccc(Cl)cc4)cnc13)CCCC2
 : -1, 4, 1, -1, 6, 16, -13, -1, 4
C=CCOC(=O)C1=C(C)NC(SCC(=O)Nc2ccc(C)c(Cl)c2)=C(C#N)C1c1ccco1 (stereo not drawn)
 : -12, 1, 7, -13, -6, 31, -1, -3, 21
Cn1ccc(C(=O)N2CCCc3ccccc32)n1
 : 2, -3, -1, -20, -2, 2, 10, -9, 9
CS(=O)Cc1cc(Sc2ccccc2)nc(-c2cccnc2)n1 (stereo not drawn)
 : -3, 2, 0, -8, 1, -1, -1, 1, 3
Cc1cc(C)c2[nH]c(=O)c(CN(Cc3ccc4c(c3)OCO4)Cc3nnnn3C3CCCC3)cc2c1
 : 2, -1, 4, -22, 2, 13, 17, 6, 0
COC(=O)C(=O)Nc1nnc(COc2ccccc2)s1
 : -12[fluorescence artefact?], -4, -2, -5, 4, 8, -5, 24[fluorescence artefact?], -8
COc1ccc(CNC(=O)C2CC(c3cccc(OC)c3)=NO2)cc1 (stereo not drawn)
 : 10, -7, 3, -4, 4, 13, -5, -2, -2
O=C(c1ccccc1Cl)N(Cc1ccc(Br)cc1)N1C(=O)CCCC1=O
 : 1, 7, -3, 4, 4, 10, 12, -4, -2
CCOC(=O)c1cccc(NC(=O)CSc2nc3cccnc3n2C)c1
 : -19[fluorescence artefact?], 4, 0, -1, -4, -8, -16, -1[fluorescence artefact?], 2
O=C(CNCC1CCCO1)N1CCCc2ccccc21 (stereo not drawn)
 : 5, 3, -1, -12, 6, 9, 52*, 10, 6
CCCN1C(=O)C(O)(C2CC(=O)CC(C)(C)O2)c2ccccc21 (stereo not drawn)
 : -9, 22, 2, 1, 1, 5, -6, -4, -13
O=C(CSc1n[nH]c(-c2cccs2)n1)NCc1ccc2c(c1)OCO2
 : -7, -6, 5, -3, 3, 14, 15, -7, 6
CN(c1nc2nonc2nc1NC1CC1)C1CCOC1 (stereo not drawn)
 : 2, 7, -2, 5, 1, 8, -1, -9, -1
COC(=O)c1ccc(NC(=O)CSc2nc(C)cc(=O)[nH]2)cc1
 : -2, -2, 4, -17, 3, 9, 2, 7, 0
O=C(O)CN1C(=O)C2C3C=CC(C3)C2C1=O (stereo not drawn)
 : -1[fluorescence artefact?], -4, 6, -5, 3, 11, -3, 13, 4
COc1ccc(/C=N\NC(=O)c2cc(O)c(O)c(O)c2)cc1CN1CCN(c2ccc(F)cc2)CC1
 : 3, 4, 4, -20, 17*, 3, -74, 5, -23
O=C(Nc1ccccc1-c1nnn(CC(=O)N2CCN(c3ccccc3)CC2)n1)c1cccs1
 : 0, 2, 0, -18, -2, 27, 8, -1, 9
Cc1nn(-c2cc(C(F)(F)F)ccn2)c(=O)o1
 : 4, 16, 2, -13, 4, 13, 6, -2, 7
O=C(Nc1cccc2cccc(NC(=O)c3ccco3)c12)c1ccco1
 : 10, 11, -2, 2, 2, 17, 0, -13, 5
Cc1ccc(Nc2cccccc2=O)cc1
 : 2, x, 3, -32, 5, -4, 12, -9, -2
O=C(CSc1nnc(-c2ccccc2F)o1)OCc1ccccc1
 : -2, -4, 2, -9, -2, -10, -7, -9, -10
CN(c1ccc(OCC(=O)NC2CCCC2)cc1)S(=O)(=O)c1cccs1
 : -12[fluorescence artefact?], 10, -1, -9, -3, -9, -7, -2[fluorescence artefact?], -3
O=C(CN1CCSCC1)N/N=C/c1ccccc1F
 : 6[fluorescence artefact?], x, -2, -19, 2, 9, -14, 61[fluorescence artefact?], 2
COCC(C)NCc1cccc(C)c1 (stereo not drawn)
 : -2, 0, 1, x, 4, -2, -9, -7[fluorescence artefact?], -4
CNC(=O)/C(C#N)=C1/SC(Cc2ccc(F)cc2)C(=O)N1c1ccccc1 (stereo not drawn)
 : 10, 16, 1, 0, -2, 9, 0, -7, 2
COc1ccc(NC(=O)CSc2nnc(Cc3cccs3)n2-c2ccc(C)cc2)cc1
 : -5, i, 1, x, -4, 2, -3, -11, -2
N[C@@H](Cc1ccc(O)cc1)c1nnc([C@H](CCC(=O)O)NC(=O)C2CCNCC2)o1
 : -4, 2, 1, x, 10, 12, 2, -9, 1
O=C(c1ccccc1)c1nc[nH]c1C(=O)Nc1ccccn1
 : -1, 1, -2, -13, -2, 11, 0, 0, -3
Cc1ccccc1NS(=O)(=O)c1ccc(OCC(=O)N2CCCCC2)cc1
 : -3, x, -3, -8, 3, 11, 9, 2, -18
CCCCNC(=O)CCn1c(=O)c2ccccc2n(Cc2ccc(Cl)cc2)c1=O
 : 8[fluorescence artefact?], 2, -2, 6, 1, 18, -7, 16, 13
[N-]=[N+]=CC(=O)CCCN1C(=O)c2ccccc2C1=O
 : -1[fluorescence artefact?], -12, -2, -21, 1, -7, -19, -25[fluorescence artefact?], 5
Cc1ccc(NC(=S)N2CCCN(Cc3ccc(F)cc3)C2)c(C)c1
 : 1, 4, -1, 9, 2, 3, -3, -16, -5
O=C(CN1CCN(c2ccccc2F)CC1)Nc1ccccc1F
 : 5, -2, 2, -8, -3, 8, -20, 14, 6
Cc1[nH]c2ccc3ncccc3c2c1C
 : -6, 8, -2, 3, 6, 10, -24, -15[fluorescence artefact?], 7
Cc1ccc(CNc2nc(C)nc3sc4c(c23)CCC4)cc1
 : 4, 2, -1, -13, 2, 18, 6, -16, 6
CCCCN(C)CCC(=O)Nc1ccc(OC)cc1OC
 : 1, -1, 3, -2, -2, 4, -20, -2, -8
Cc1nc2ccccc2n1CC(=O)N/N=C\c1ccccn1
 : 5[fluorescence artefact?], -1, -2, 0, 2, 21, -57, 14[fluorescence artefact?], 1
CCOC(=O)C(NC(=O)c1ccccc1)(Nc1nnc(C)s1)C(F)(F)F (stereo not drawn)
 : 3, -3, 5, -10, 2, 9, -9, 5, 0
Cc1cccc(NC(=S)N(CCN(C)C)C(C)c2cccnc2)c1 (stereo not drawn)
 : -2, 35, 1, -8, 0, 8, -11, 6, -4
OCCCNCc1ccc(-c2ccccc2)cc1
 : -3, 4, 5, 20, 8, 7, 5, -3, -1
Oc1ccccc1C(=S)N1CCCCCC1
 : 1, 6, -1, -7, -1, -9, -2, 6, -8
CC(C)Cc1nc(N2CCOCC2)c(C#N)c2c1COC(C)(C)C2
 : x, -2, 3, -6, -3, 5, -19, x, -9
O=[N+]([O-])c1cnc(Sc2ccncn2)s1
 : 5, 2, -1, 14, -1, 6, -3, 8, -1
CC(=O)Oc1ccc2cc(-c3nc4ccccc4n3C)c(=O)oc2c1
 : 17, -3, 4, -11, 7, 6, -42, -7, -2
Cc1cc(C(=O)CN2C(=O)C(=O)N(Cc3ccccc3)C2=O)c(C)n1-c1ccccc1F
 : 4, 13, -3, 2, 4, 7, -4, -20, 22
COc1cccc(C(=O)NCc2ccc(-c3nc4ccccc4s3)cc2)c1
 : -24, 0, 2, -12, 1, -10, -10, -4, 1
CCOC(=O)CC1=Nc2ccccc2NC(=O)C1
 : 2, 4, -1, -7, 1, 18, -6, 3, 9
CN(C(=O)COC(=O)c1cncc(Br)c1)C1CCS(=O)(=O)C1 (stereo not drawn)
 : -5, 4, -1, 1, 6, 4, -4, -3, -7
CCCn1c(SCC(=O)Nc2cccc(C)n2)nnc1-c1ccco1
 : -10, x, 4, 30, -6, 14, 0, -5, 2
Cc1ccc(NC(=O)CSc2nc3c(c(=O)[nH]2)CCC3)cc1C
 : -1, -16, 2, -15, -7, -1, 5, -1[fluorescence artefact?], 4
COc1ccc2nc(NC3=NCCC3)sc2c1
 : 8, 1, 5, -9, 3, 11, -3, -6, -6
COc1ccc(C(c2nnnn2C2CCCC2)N2CCN(C3CCCC3)CC2)cc1OC (stereo not drawn)
 : 5[fluorescence artefact?], -5, 0, -15, -7, 1, -11, 57[fluorescence artefact?], -14
COc1cccc(OC)c1C(=O)Nn1c(-c2cccs2)nc2ccccc2c1=O
 : 2, 2, 0, -3, 0, 6, -23, -3, 6

Entries listed so far marked active in p97 ATPase inh.
molecule | eIF4E 4G PPI | Wee1 stabilizer | MDM2 E3 inh | p97 ATPase inh | FXIIa inh | KLK5 inh | 14-3-3 Bad inh | FXIa inh 1536
COc1ccc(/C=N\NC(=O)c2cc(O)c(O)c(O)c2)cc1CN1CCN(c2ccc(F)cc2)CC1 | 3 | 4 | -20 | 17* | 3 | -74 | 5 | -23
